Screening results as filed in PubChem.
CHRM5 antagonist = human M5 muscarinic receptor antagonists, primary screen, CHO cells, Fluo-8 calcium fluorescence. Muscarinic acetylcholine receptor M5 (Homo sapiens), P08912. CHO-hM5 cells, ACh EC80. inhibition, % at 3 µM. actives 0.59% (n = 360,000);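 active = inhibition above a per-plate cutoff, the mean of that plate's test compounds plus 3 SD, cut at about 27% in these data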;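 also: 0% = acetylcholine EC80 with DMSO and 100% = DMSO without agonist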
Target sequence (P08912 whole entry, looked up): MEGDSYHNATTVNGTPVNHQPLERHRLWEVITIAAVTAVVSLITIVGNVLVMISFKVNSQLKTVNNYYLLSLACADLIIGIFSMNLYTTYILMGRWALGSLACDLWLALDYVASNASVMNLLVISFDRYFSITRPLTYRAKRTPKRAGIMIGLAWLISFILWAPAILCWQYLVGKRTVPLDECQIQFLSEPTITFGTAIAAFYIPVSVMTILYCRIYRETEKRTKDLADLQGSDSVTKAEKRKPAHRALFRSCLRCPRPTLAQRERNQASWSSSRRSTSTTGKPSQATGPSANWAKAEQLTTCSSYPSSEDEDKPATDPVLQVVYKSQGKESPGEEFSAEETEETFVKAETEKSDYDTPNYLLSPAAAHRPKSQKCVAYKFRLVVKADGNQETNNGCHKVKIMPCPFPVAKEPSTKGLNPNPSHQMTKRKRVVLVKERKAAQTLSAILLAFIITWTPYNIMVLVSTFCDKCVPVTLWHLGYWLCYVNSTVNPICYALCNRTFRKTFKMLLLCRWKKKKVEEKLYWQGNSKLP
CRFR2-BP antag = antagonists of CRF-BP/CRF-R2 complex, primary screen, cell-based, HEK293, calcium dye fluorescence, uHTS. AID 588475, 2011. actives 0.59% (n = 350,000). CRF-induced calcium fluorescence. inhibition, % at 11.8 µM;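 active = inhibition of the ligand-induced calcium signal above about 50% at the single tested concentration, limit read from the data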
IDE inh = human IDE inhibitors in live cells, primary screen, fluorescence polarization, HEK cells, FAbetaB substrate; AID 434962, 2010; Insulin-degrading enzyme (Homo sapiens), P14735; inhibition, % at 5.59 µM; FAbetaB cleavage; actives 0.41% (n = 320,000);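 active = percent inhibition above the average of all tested compounds plus 3 SD, set per screening campaign, cut at about 16% in these data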;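 also: IDE supplied by intact live HEK cells; FP after avidin binding of uncleaved biotin substrate so inhibition keeps polarization high; 0% = DMSO wells and 100% = 60 µM reference IDE inhibitor Ii1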
CRFR2-BP ag = agonists of CRF-BP/CRF-R2 complex, primary screen, cell-based, HEK293, calcium dye fluorescence, uHTS; activation, % at 13.2 µM; CRF-binding protein / CRF receptor 2 complex (human); AID 588473, 2011; actives 0.46% (n = 350,000); calcium dye fluorescence (FLIPR); percent of saturating CRF peptide response;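 active = activation of at least 50%, plus an integration ratio under a set limit after plate pattern correction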;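 also: plate controls were neutral control wells without compound for no effect and CRF at EC100 for full effect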
M4 antag = human M4 muscarinic receptor antagonists, primary screen, CHO cells, Fluo-8 calcium fluorescence | actives 0.73% (n = 360,000) | Muscarinic acetylcholine receptor M4 (Homo sapiens), P08173 | CHO-hM4 cells, ACh EC80 | inhibition, % at 3 µM;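 active = inhibition above its plate's cutoff, the mean inhibition of sample wells plus 3 SD, cut at about 27% in these data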;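 also: 0% = acetylcholine EC80 with DMSO and 100% = DMSO without agonist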
Target sequence (P08173 whole entry, looked up): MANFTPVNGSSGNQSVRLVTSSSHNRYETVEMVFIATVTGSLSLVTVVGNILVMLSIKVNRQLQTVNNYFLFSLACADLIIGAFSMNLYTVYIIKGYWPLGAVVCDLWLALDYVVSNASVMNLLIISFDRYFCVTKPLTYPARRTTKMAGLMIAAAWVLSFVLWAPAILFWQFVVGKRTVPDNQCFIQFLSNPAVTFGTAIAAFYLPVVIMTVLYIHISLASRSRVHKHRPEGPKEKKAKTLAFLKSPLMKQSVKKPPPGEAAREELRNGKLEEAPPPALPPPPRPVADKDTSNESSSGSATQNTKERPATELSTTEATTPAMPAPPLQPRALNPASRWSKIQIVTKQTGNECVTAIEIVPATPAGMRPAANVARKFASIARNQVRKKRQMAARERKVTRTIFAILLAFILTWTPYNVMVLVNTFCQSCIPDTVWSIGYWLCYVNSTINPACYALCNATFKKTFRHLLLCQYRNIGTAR
CHRM4 agonist = human M4 muscarinic receptor agonists, primary screen, CHO-K1 cells, Fluo-8 calcium fluorescence; AID 624127, 2012; CHO-K1 hM4/Gqi5; vehicle 0%, full acetylcholine response 100%; actives 0.14% (n = 360,000); activation, % at 3 µM;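 active = activation above the run mean over all test wells plus 3 SD, cut at about 32% in these data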;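 also: peak over basal fluorescence ratio per well then scaled between controls; 0% = DMSO wells and 100% = acetylcholine at EC100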
M4 PAM = human M4 muscarinic receptor positive allosteric modulators, primary screen, CHO-K1 cells, Fluo-8 calcium fluorescence | Muscarinic acetylcholine receptor M4 (Homo sapiens), P08173 | CHO-K1 hM4/Gqi5, ACh EC20; 0% = ACh EC20, 100% = maximal ACh | activation, % at 3 µM | actives 0.4% (n = 360,000);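 active = activation above its plate's cutoff, the mean activation of sample wells plus 3 SD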; also: some results filed as inactive read as strong as hits
CHRM5 PAM = human M5 muscarinic receptor positive allosteric modulators, primary screen, CHO-K1 cells, Fluo-8 calcium fluorescence; Muscarinic acetylcholine receptor M5 (Homo sapiens), P08912; CHO-K1 hM5, ACh EC20 PAM; 0% = ACh EC20, 100% = ACh EC100; activation, % at 3 µM; actives 0.3% (n = 360,000); AID 624038, 2012;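 active = activation above the run cutoff, the mean activation of all test compounds plus 3 SD, cut at about 18% in these data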
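Probe or stimulus: acetylcholine, EC20 level; Assay system: human M5 receptor in CHO-K1 cells; Schedule: compound preincubation 140 s before EC20 acetylcholine addition; Technique: intracellular calcium via Fluo-8 fluorescence; Dosing: single-point, 3 µM nominal; Read-out basis: percent activation from peak-over-basal fluorescence ratio, scaled EC20-to-EC100 acetylcholine; Repeats: one well per compound, no replicates.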
M5 ag = human M5 muscarinic receptor agonists, primary screen, CHO-K1 cells, Fluo-8 calcium fluorescence | actives 0.19% (n = 360,000) | CHO-K1 hM5 cells; 0% DMSO wells, 100% maximal acetylcholine response | AID 624037, 2012 | Muscarinic acetylcholine receptor M5 (Homo sapiens), P08912 | activation, % at 3 µM;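 active = activation above the run's mean over test compounds plus 3 SD, cut at about 23% in these data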;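 also: signal is peak over basal fluorescence ratio across the kinetic read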
* = called active by the depositor; / = not tested or not shown.

Value order – CHRM4 agonist	CHRM5 PAM	CHRM5 antagonist	M4 PAM	CRFR2-BP antag	IDE inh	M5 ag	CRFR2-BP ag	M4 antag
Cn1c(Sc2ccc(Br)cc2)c(C=O)c2ccccc21
→ 0	-3	-2	0	3	3	-1	3.9	2
O=C(CN(C(=O)CCC(=O)Nc1ccccn1)c1cccc(F)c1)NCc1ccc2c(c1)OCO2
→ 8	-4	4	-4	-3	0	1	0.2	-7
CCOC(=O)C(C(=O)Nc1ccccc1)C1CCCCC1 (stereo not given)
→ 3	-17	21	-7	-19	2	-7	0.9	3
O=C(NCc1ccccc1Cl)C1CCCN(C(=O)Nc2ccc(F)cc2)C1 (stereo not given)
→ 2	0	8	-8	-11	0	-4	-1.0	2
COc1c(F)c(F)c(C(=O)O)c(Nc2ccc(C)cc2)c1F
→ 0	8	-10	4	12	7	1	-3.0	4
CCOC(=O)N1CCN(C(=O)c2sc3nc(-c4ccc(F)cc4)cn3c2C)CC1
→ 2	2	-5	-1	-13	2	1	-2.3	7
O=C(CSCCO)Nc1cccc([N+](=O)[O-])c1
→ 0	4	-4	5	38	1	-2	14	5
O=C(CN1CCCCC1CO)c1ccc(OC(F)F)cc1 (stereo not given)
→ 0	15	2	0	-3	1	-2	-0.9	-3
O=C(CCN1C(=O)c2ccccc2C1=O)NCCCn1ccnc1
→ 0	3	5	9	21	1	-2	5.1	-8
COc1ccc(OC)c(CN2C(=O)c3ccccc3C2c2nnnn2C2CCCC2)c1 (stereo not given)
→ -1	-6	-3	4	/	/	-2	/	-16
Nc1nonc1-n1nnc(C(=O)N/N=C/c2ccc(Cl)cc2Cl)c1CN1CCOCC1
→ 1	4	-14	-7	1	3	1	-0.7	10
CN1C(=O)N(CC(=O)NCc2ccc(Cl)cc2Cl)C(=O)C12CCCCC2
→ 1	-8	8	0	0	-3	-2	0.2	6
O=C(O)CSCc1nc2ccccc2[nH]1
→ 1	1	5	1	20	3	-3	-0.9	4
CN(C)c1ccc(/C=N/NC(=O)c2ccccc2)cc1
→ 2	1	5	5	16	-1	-1	-2.0	6
COc1ccc(OC)c(NC(=S)N(CCc2c(C)[nH]c3ccc(C)cc23)Cc2cccs2)c1
→ 1	-5	7	-5	4	-2	1	-0.6	-4
CCN1CCC(NC(=O)Nc2ccc(F)cc2)CC1
→ 6	-17	17	-10	-2	3	-2	2.6	-1
CCC1CCCCN1C(=O)CCCc1ccccc1 (stereo not given)
→ 0	4	-4	4	13	-3	0	0.9	-10
COC(=O)c1cc(NC(=O)c2cccnc2)cc(C(=O)OC)c1
→ 0	1	-2	-2	1	0	0	2.5	-6
Cn1c(N)c(C(=O)COC(=O)CC(NC(=O)c2ccccc2Cl)c2ccccc2)c(=O)n(C)c1=O (stereo not given)
→ 11	-9	15	-10	-14	5	-2	1.3	5
CCC1(C)Cc2c(sc3nnn(CC(=O)Nc4ccc(C)cc4)c(=O)c23)CO1 (stereo not given)
→ 0	-1	-11	2	-20	4	-1	-3.3	2
CCc1nc2c(OCC(=O)C(C)(C)C)cccn2c1N(C)C(=O)c1ccc(C)cc1
→ 0	-2	-3	-1	/	/	0	/	1
C/C(N)=C(/C#N)C(=O)CSc1nc2ccccc2c(=O)n1-c1ccc(C)c(Cl)c1
→ 1	-11	11	-4	1	1	1	-0.3	-5
CC1(NC(=O)c2cccc(S(=O)(=O)N3CCN(c4ccc(F)cc4)CC3)c2)CCS(=O)(=O)C1 (stereo not given)
→ 2	-7	-1	1	2	-7	2	-1.2	-6
O=C(NNS(=O)(=O)c1ccccc1[N+](=O)[O-])c1ccc(O)cc1
→ -1	7	-8	2	-3	5	2	0.7	7
CNC(=O)c1nn(-c2ccccc2)ccc1=O
→ 0	-2	1	0	9	5	-3	0.5	-11
C=C1CCC(N(O)c2cc(C)on2)C(=C)CCC2C1CC2(C)C (stereo not given)
→ -2	8	7	4	-12	-3	2	-1.7	4
CC(=O)Nc1ccc(-c2ccnc3c2CC(C(=O)NC(C)C)O3)cc1 (stereo not given)
→ 0	-5	3	0	/	/	3	/	-6
CCOC(=O)c1cc2sccc2n1CC(=O)Nc1ccc(OC)cc1OC
→ 1	1	-1	-3	17	4	0	0.5	2
O=C(COC(=O)c1cccc(F)c1)Nc1ccc(Cl)cn1
→ 1	4	9	6	-3	1	2	-0.5	-6
O=C(COC(=O)[C@H](Cc1ccccc1)NC(=O)c1ccco1)Nc1ccccc1OC(F)F
→ 7	-3	-6	7	-11	8	3	38	-9
Cc1ccc(C(=O)Nc2ccc(S(=O)(=O)N3CCOCC3)cc2)cc1C
→ 3	-6	8	-4	-4	7	-7	-1.0	2
CCOP(=O)(OCC)C(C#N)=C1SCN(c2ccccc2)CS1
→ 0	-6	1	-5	9	0	-7	0.7	5
CCn1cc(CN2CCCC(C(=O)Nc3ccc(-c4cscn4)cc3)C2)cn1 (stereo not given)
→ 1	-7	8	-2	25	0	-3	5.0	10
O=C(Cc1ccccc1Cl)NNC(=O)Nc1ccccc1
→ 1	-5	0	-8	11	4	-3	-1.2	1
Cc1ccc(C)c2[nH]c(=O)c(CCNC(=O)CC(C)(C)C)cc12
→ 3	-2	-3	3	47	0	2	-2.3	-10
CC1(Cc2cc(Cl)ccc2C(F)(F)F)C(=O)Nc2ccc(OC(F)(F)F)cc21 (stereo not given)
→ 0	-8	6	-5	/	/	-2	/	3
O=C(Nc1ccnn1C1CCN(Cc2ccc(F)cc2)CC1)C1CC1
→ 1	-5	15	0	0	/	-8	0.5	7
CN(C)NC(=O)c1ccsc1NC(=O)c1ccc(S(=O)(=O)N(C)C)cc1
→ 13	-9	1	-6	9	1	3	0.1	-3
CC(NC(=O)c1ccc(S(=O)(=O)N(C)C)cc1)c1ccc(-n2ccnc2)cc1 (stereo not given)
→ 1	6	0	-7	-4	3	-6	-0.5	-4
Cc1ccc(S(=O)(=O)Nc2c(C)ccc3nsnc23)cc1
→ 0	2	-5	-2	0	-5	-4	-0.9	-10

Reformatted: eleven of the compounds above.
SMILES | CHRM4 agonist | CHRM5 PAM | CHRM5 antagonist | M4 PAM | CRFR2-BP antag | IDE inh | M5 ag | CRFR2-BP ag | M4 antag
CCc1nc2c(OCC(=O)C(C)(C)C)cccn2c1N(C)C(=O)c1ccc(C)cc1 | 0 | -2 | -3 | -1 | / | / | 0 | / | 1
C/C(N)=C(/C#N)C(=O)CSc1nc2ccccc2c(=O)n1-c1ccc(C)c(Cl)c1 | 1 | -11 | 11 | -4 | 1 | 1 | 1 | -0.3 | -5
CC1(NC(=O)c2cccc(S(=O)(=O)N3CCN(c4ccc(F)cc4)CC3)c2)CCS(=O)(=O)C1 (stereo not given) | 2 | -7 | -1 | 1 | 2 | -7 | 2 | -1.2 | -6
O=C(NNS(=O)(=O)c1ccccc1[N+](=O)[O-])c1ccc(O)cc1 | -1 | 7 | -8 | 2 | -3 | 5 | 2 | 0.7 | 7
CNC(=O)c1nn(-c2ccccc2)ccc1=O | 0 | -2 | 1 | 0 | 9 | 5 | -3 | 0.5 | -11
C=C1CCC(N(O)c2cc(C)on2)C(=C)CCC2C1CC2(C)C (stereo not given) | -2 | 8 | 7 | 4 | -12 | -3 | 2 | -1.7 | 4
CC(=O)Nc1ccc(-c2ccnc3c2CC(C(=O)NC(C)C)O3)cc1 (stereo not given) | 0 | -5 | 3 | 0 | / | / | 3 | / | -6
CCOC(=O)c1cc2sccc2n1CC(=O)Nc1ccc(OC)cc1OC | 1 | 1 | -1 | -3 | 17 | 4 | 0 | 0.5 | 2
O=C(COC(=O)c1cccc(F)c1)Nc1ccc(Cl)cn1 | 1 | 4 | 9 | 6 | -3 | 1 | 2 | -0.5 | -6
O=C(COC(=O)[C@H](Cc1ccccc1)NC(=O)c1ccco1)Nc1ccccc1OC(F)F | 7 | -3 | -6 | 7 | -11 | 8 | 3 | 38 | -9
Cc1ccc(C(=O)Nc2ccc(S(=O)(=O)N3CCOCC3)cc2)cc1C | 3 | -6 | 8 | -4 | -4 | 7 | -7 | -1.0 | 2

Remaining list, next part.
Value order – CHRM4 agonist	CHRM5 PAM	CHRM5 antagonist	M4 PAM	CRFR2-BP antag	IDE inh	M5 ag	CRFR2-BP ag	M4 antag
CCn1c(=O)cc(SCC(=O)Nc2cc(OC)c(OC)c(OC)c2)c2ccccc21
→ 3	-6	6	0	-23	-1	0	0.1	0
COC(Cn1c2c(c3cc(C)ccc31)CCCC2NCc1ccccc1)OC (stereo not given)
→ -1	3	8	-6	-11	/	-4	0.8	5
Cc1cccc(C(=O)NCC(=O)OCC(=O)c2ccc(Cl)s2)c1
→ 1	-2	6	-5	1	/	-1	-0.2	-1
O=C(Nn1cnnc1)c1ccc(Cl)cc1[N+](=O)[O-]
→ 1	0	5	-3	8	0	1	-0.5	-2
CCCN(CC(=O)Nc1ccccc1OC)C(=O)CCC(=O)c1ccc(Cl)s1
→ 2	6	10	-5	0	2	-2	-0.1	15
CCCCCn1c(SCCN2CCOCC2)nc2c1c(=O)[nH]c(=O)n2C
→ 1	1	-5	-1	5	9	-2	-3.1	2
COc1ccc2c(=O)c3c(=O)n(-c4ccccc4)c(-c4ccc(C)cc4)nc3oc2c1
→ 0	12	-5	-4	2	4	8	-0.5	2
O=C(Nc1ccc2ccccc2c1)/C(=C/c1cccc(Br)c1)NC(=O)c1ccco1
→ 1	-1	-7	-1	-13	1	2	2.2	-7
O=c1cc(-c2ccccc2)n(S(=O)(=O)c2ccccc2)o1
→ 1	1	-4	5	2	-1	-1	-1.5	3
CSc1nc(N)nc(C2CC2)n1
→ 1	-7	10	-6	0	-3	-4	-1.1	9
Nc1nc(NCc2ccccc2Cl)n(-c2ccccc2)n1
→ 2	-1	-2	2	12	1	1	0.0	1
CCc1noc(C)c1C(=O)NCCc1ccc(F)cc1
→ 0	-1	9	-2	11	-3	-3	-0.4	-1
CCOC(=O)C1CCN(C(=O)CSCc2nc(-c3ccc(OCC)cc3)oc2C)CC1
→ 10	-17	18	-7	2	0	3	0.2	-6
COc1ccc(-n2cccc2C=O)cc1
→ 0	-1	2	0	22	-4	0	-0.5	10
COc1ccc(CNC(=O)C(c2ccncc2)N(C(=O)Cc2cccs2)c2ccccc2)cc1 (stereo not given)
→ 2	3	-11	-2	-13	/	-2	-2.1	9
Oc1ccccc1/C=N/N1CCCCC1
→ 0	-8	30*	-3	-17	11	5	-0.9	0
Cc1ccc(/C=C2\OC(=O)c3ccccc32)cc1
→ -2	-6	15	-15	-31	6	-3	0.6	9
O=C(COC(=O)CCc1ccccc1)Nc1cc(S(=O)(=O)N2CCOCC2)ccc1N1CCCC1
→ 4	-9	4	3	-4	5	-7	0.2	-7
